# RAD52 inh – inhibitors of human RAD52 DNA annealing | AID 651710 | P43351 | actives 0.46% (n = 360,000) | recombinant RAD52 DNA annealing, FRET fluorescence | inhibition, % at 18.7 µM;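 active = every replicate showing at least 50% inhibition; inconclusive = mean inhibition at least 50% but not in every replicate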
# Target sequence (P43351 whole entry, looked up): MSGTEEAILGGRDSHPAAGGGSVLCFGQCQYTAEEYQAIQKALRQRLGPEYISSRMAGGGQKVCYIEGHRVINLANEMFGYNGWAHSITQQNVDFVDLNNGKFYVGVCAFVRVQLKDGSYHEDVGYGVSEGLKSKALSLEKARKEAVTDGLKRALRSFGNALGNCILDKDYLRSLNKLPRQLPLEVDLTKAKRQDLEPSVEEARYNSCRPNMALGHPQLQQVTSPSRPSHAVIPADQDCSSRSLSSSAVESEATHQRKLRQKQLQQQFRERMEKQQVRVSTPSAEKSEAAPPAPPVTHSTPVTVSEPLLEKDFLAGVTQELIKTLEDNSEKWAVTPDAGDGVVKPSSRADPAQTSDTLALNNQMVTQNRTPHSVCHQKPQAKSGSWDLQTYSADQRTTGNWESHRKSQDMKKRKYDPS
# INS-1E GSIS act – GLuc luminescence reporter in INS-1E cells, primary screen for activators of glucose-dependent secretion of insulin; INS-1E GLuc reporter insulin secretion, 2-3 h; activation, % at 16.6 µM; actives 0.61% (n = 370,000); AID 743287;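 active = lowest replicate activation of at least 40%, so every replicate reaches that level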;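 also: 0% = median of neutral control wells and 100% = median of IBMX positive control wells; some compounds called inactive have numbers as strong as hits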
# XiGFP reactiv – activators of X-chromosome reactivation in mouse fibroblasts | actives 0.055% (n = 360,000) | XiGFP mouse fibroblasts, % GFP-positive cells imaging, 3 d; cells co-treated with 5-aza-dC sensitizer; scaled so ellipticine positive control = 100% | activation, % at 7.58 µM;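 active = mean normalized replicate activation at least 10% and every replicate at or above 10%; inconclusive = only one of the two criteria met; inactive = mean below 10% and not all replicates reach 10%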;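 also: 0% = median of on-plate neutral control wells and 100% = ellipticine 6 µM median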
#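 Material: SV40-immortalized XiGFP fibroblast cells, line 68-5-11 | Buffer or medium: DMEM containing 5-aza-dC | Dosing: One concentration, pinned | Times: 3 d treatment, 15 min room-temperature fixation | Controls: Ellipticine 6 µM positive control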
# ARNT-TACC3 inh – ARNT/TACC3 interaction disruption; actives 0.66% (n = 390,000); inhibition, % at 9.99 µM; Q9Y6A5; AlphaScreen His-ARNT PAS-B/GST-TACC3 binding, luminescence; TACC3 fragment carries E629A point mutation; AID 623870;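 active = mean inhibition of replicates at least 50% and at least half of replicates each reaching 50%; inconclusive = half or more replicates reach 50% but mean below 50%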;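 also: 0% = complete ARNT plus TACC3 wells and 100% = ARNT alone without TACC3; many hits fall short of the cut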
# F508del corr – CFTR F508del correction in bronchial cells. actives 0.36% (n = 350,000). activity (quench increase), % at 7.58 µM. CFBE cells, YFP halide quenching; stimulated with forskolin plus potentiator P3; % fluorescence drop versus neutral controls. AID 720511;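 active = mean added fluorescence quench of at least 8% versus neutral control, with both replicates also reaching 8%; inconclusive = only one of the mean or replicate conditions met; inactive = mean below 8% and not both replicates reaching 8%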;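 also: cells transiently co-express mutant CFTR-F508del with the halide-sensitive YFP; corrector assay measuring rescue of mutant channel to the surface after 24 h compound exposure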
# esBAF inh – blocks esBAF chromatin remodeling in mouse ES cells; Bmi1-luciferase knock-in reporter, 24 h; 100% = twice the neutral-well signal; reporter increase, % at 12.5 µM; actives 2% (n = 350,000); in the data active = activation above about 40%; inconclusive = no clear call, values can overlap the other calls;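 also: 0% = median of the plate's neutral control wells and 100% = double that signal; a rise in the Bmi1 reporter signal indicates esBAF inhibition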
# RAD54 inh – inhibitors of human RAD54 branch migration | RAD54 Holliday junction branch migration, FAM/BHQ fluorescence | inhibition, % at 10.4 µM | actives 0.14% (n = 360,000) | AID 602329;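 active = mean normalized replicate activity at least 40 and at least half of replicates scoring 40 or more; inconclusive = only one of the two criteria met; inactive = mean below 40 and under half of replicates reaching 40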;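 also: 0% = median of neutral control wells and 100% = median of positive control wells; inhibitors cause a drop in the FAM fluorescence signal; in these data hits start at about 50%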
# ERAP1 HTS inh – blocks human ERAP1 aminopeptidase activity | Q9NZ08 | recombinant ERAP1, Leu-AMC fluorescence, 60 min | inhibition, % at 10.7 µM | actives 0.15% (n = 340,000) | AID 652197;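 active = mean replicate inhibition of at least 30%, or all replicates individually reaching that 30% level; inactive = mean below 30% and not every replicate reaching it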;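 also: 0% = neutral control wells and 100% = L-leucinethiol positive control wells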
# * = called active by the depositor; ? = inconclusive; · = no result given; & = joins results of further samples. The order is random; any-hit rate near 3.3%.
structure,RAD52 inh,INS-1E GSIS act,XiGFP reactiv,ARNT-TACC3 inh,F508del corr,esBAF inh,RAD54 inh,ERAP1 HTS inh
CC(C)CN1CCN(Cc2nc3ccccc3s2)CC1CCO (stereo not given),-20.0,-1.7,0.0,·,2.1,·,·,-1.2
CC(C)NC(=O)N1[C@@H]2CN(C(=O)c3ccncc3)c3ccccc3[C@@H]2[C@@H]1CO,0.0,-1.7,0.1,0.1,-0.8,0.9,-3.2,3.1
CC(C)NC(=O)N(C)C[C@H]1OCCCC[C@H](C)Oc2ccc(NS(=O)(=O)c3ccc(Cl)cc3)cc2C(=O)N([C@@H](C)CO)C[C@H]1C,15.1,4.6,0.0,-7.8,0.8,-1.3,-3.4,1.5
C[C@@H]1CN([C@H](C)CO)S(=O)(=O)c2ccc(C3=CCCC3)cc2O[C@@H]1CN(C)CC1CC1,37.2,1.5,-0.9,1.6,-1.7,-3.1,6.7,6.7
O=C(Cc1n[nH]c(=O)c2ccccc12)OCC(=O)c1ccc(F)cc1,-2.0,8.3,-0.3,-2.1,1.0,-4.1,8.1,1.1
c1ccc(Cc2nc3ccccc3o2)cc1,-10.3,2.9,·,4.4,·,9.7,-2.3,-2.2
CO[C@H]1CN(C)C(=O)c2cc(NC(=O)C3CCC3)ccc2OC[C@H](C)N(Cc2ccncc2)C[C@H]1C,8.8,7.3,0.0,-4.7,4.5,2.0,-2.2,2.3
CO[C@@H]1CN(C)C(=O)c2cc(NC(C)=O)ccc2OC[C@H](C)N(Cc2ccccc2C(=O)O)C[C@H]1C,2.9,7.0,0.0,-10.3,1.7,0.8,-5.6,6.5
COC(CNC(=O)c1cc(C)nn1-c1ccccc1)OC,·,13.3,·,-0.4,·,3.5,-8.6,·
O=C(CSc1ccc(-c2ccc(Cl)cc2)nn1)N1CCCc2ccccc21,-2.0,-7.2,-0.1,-0.8,-1.4,·,11.2,1.5
CCOc1ccc(C(=O)COC(=O)C2CCN(c3ccc(C(F)(F)F)cn3)CC2)cc1,-10.6,-0.5,-0.2,-4.0,2.7,9.3,-1.1,1.3
O=C(O)c1cccnc1C(=O)N1CCc2c([nH]c3ccccc23)C1C(F)(F)F (stereo not given),-18.2,-4.5,?,·,-0.8,·,5.9,2.9
O=C(NCc1ccc(N2CCCC2=O)cc1)c1ccc(F)cc1,-16.2,6.6,0.0,2.2,-0.6,6.2,0.0,-1.1
CN1CCN(C(=O)c2cc3ccccc3cc2O)CC1,-7.4,-4.2,0.5,-5.8,-0.8,-3.5,3.0,0.6
CC(=O)NC[C@H]1[C@@H](c2ccc(-c3cccnc3)cc2)[C@@H](CO)N1C(=O)C1CC1,-13.1,12.0,0.0,-7.1,-1.0,4.5,4.7,-1.9
Cc1cccc(Nc2nc(-c3ccccc3)cs2)n1,-12.2,3.6,0.0,-5.9,-0.5,?,0.1,-0.2
CC(C(=O)NCCCn1ccnc1)(c1ccccc1)c1ccccc1,-1.4,7.2,0.3,-1.8,0.1,5.6,-6.5,-3.6
COC(=O)/C=C1/SC(=NC(=O)c2cccc([N+](=O)[O-])c2)NC1=O,-4.0,-32.2,0.5,-1.8,-0.3,-0.9,-1.0,2.1
CCO[C@H]1OC(C(=O)NCc2ccccc2)=C[C@@H](c2ccc(Br)cc2)[C@@H]1CCCO,-13.6,-9.8,0.0,-1.9,0.5,-7.8,4.1,-2.6
N#C/C(=C\c1ccc(O)cc1)C(=O)NCc1cccc(Cl)c1,-12.6,-3.1,-0.1,-2.9,1.9,1.7,-24.9,-0.7
Cc1ccccc1NC(=O)Cc1nc(COC(=O)c2cc([N+](=O)[O-])ccc2N)cs1,-17.6,8.7,0.0,-1.4,3.0,3.1,-8.2,-3.2
CCCCN(C)CCC(=O)Nc1ccc(C)cc1,3.5,19.8,0.0,-11.0,·,·,·,-0.3
CCOc1cc(C(c2c(C)[nH][nH]c2=O)c2c(C)[nH][nH]c2=O)ccc1OS(=O)(=O)c1ccccc1,·,-3.7,·,10.0,·,-3.6,1.0,·
O=C1c2ccccc2S(=O)(=O)c2cc(N3CCN(c4ccccn4)CC3)ccc21,-15.2,14.1,0.0,·,-0.4,17.1,-8.7,-5.6
Cc1ccc(S(=O)(=O)N2CCOC23CCN(S(=O)(=O)c2cccs2)CC3)cc1,-14.2,2.3,-0.1,-3.8,2.2,·,-5.7,2.6
O=C(NCc1ccncn1)[C@@H]1[C@@H](CO)[C@@H]2Cn3c(ccc(-c4ccc(F)cc4)c3=O)[C@@H]2N1CC1CC1,-13.1,-3.3,0.2,5.0,·,-1.7,-3.9,5.1
COC(=O)C1=C(C)NC(C)=C(C(=O)OC)C1C(=O)OCC(=O)N1c2ccccc2CC1C (stereo not given),-11.5,-10.9,-0.1,-2.9&-1.8,5.2,2.7,-4.2,48.4*
COc1ccc(CNC(=O)[C@@H](NC(=O)C2CCN(C(=O)[C@@H](N)Cc3ccccc3)CC2)C(C)C)cc1,-6.2,·,·,-1.5,-2.8,6.0,1.6,1.8
CC(C)c1ccc(-c2nnn(CC(=O)N3CCCCC3)n2)cc1,1.1,4.3,0.0,-4.4,-3.3,13.3,-6.9,-0.7
C[C@@H]1CN([C@@H](C)CO)C(=O)c2cccc(NS(=O)(=O)c3cccs3)c2O[C@@H]1CN(C)Cc1ccc(C(=O)O)cc1,-36.6,14.6,0.2,·,-1.3,-1.2,-10.6,-1.0
COc1cc2c(cc1OC)CN(CC(=O)Nc1cccc(C(F)(F)F)c1)CC2,-14.6,-20.9,0.5,0.5,1.3,3.2,-4.0,-5.1
Nc1ccccc1C(=O)/C=C/c1ccc2c(c1)OCO2,-18.2,17.1,0.1,9.0,-2.0,73.0*,-2.6,2.0
CN(Cc1ccccc1)CC(O)CC(O)c1ccccc1 (stereo not given),7.0,·,·,-0.4,-2.5,·,-4.2,-2.0
COCCNC(=O)CN(c1ccc(C)cc1)S(=O)(=O)c1ccc(SC)cc1,·,18.4,·,1.5,·,1.9,-5.3,·
CCCNC(=O)Nc1ccc(C)cc1C,-20.5,-7.0,0.0,-10.9,0.5,-4.3,-4.4,-2.6
COc1cc(C(=O)OCC(=O)NCCN2C(=O)CSC2=O)ccc1OCc1c(C)noc1C,-13.4,·,0.0,-7.5,1.7,-4.0,4.4,1.4
CCCn1cc2c(c1-c1ccc(C)cc1)c(=O)n(C)c(=O)n2C,·,8.6,0.0,·,·,-4.0,7.1,·
C[C@H]1CN([C@@H](C)CO)C(=O)c2cccc(NC(=O)Nc3ccccc3)c2O[C@@H]1CN(C)Cc1ccc(C(=O)O)cc1,3.8,7.3,-0.7,-4.2,-0.8,-1.5,-15.3,3.4
COc1ccc(C(=O)COc2ccc(C)cc2NC(C)=O)cc1,-10.6,9.7,0.0,6.0,-3.5,·,-4.3,·
O=S(=O)(/N=C(/Nc1ccc(F)cc1F)c1ccccc1)c1ccc(Br)cc1,-8.8,1.7,0.3,·,·,·,·,1.3
Cn1c(=O)c2nc(-c3ccccc3)c(-c3ccccc3)nc2n(C)c1=O,2.3,5.5,0.4,1.9,-4.1,·,·,6.1
NC1=NC(=O)C(=Cc2ccccc2)S1,-14.5,·,-0.1,-39.8,0.8,·,·,-0.2
O=C(COc1c(Br)cc(Br)c2cccnc12)Nc1ccccc1F,-8.3,-2.6,0.0,-1.5,-3.7,·,·,3.3
Cc1cc(OC(C)C(=O)Nc2ccc(S(=O)(=O)Nc3onc(C)c3C)cc2)cc(C)c1Cl (stereo not given),-14.8,7.8,0.0,0.2,-1.4,-5.9,-5.6,-10.9
OC[C@H]1[C@@H](c2ccc(-c3cccnc3)cc2)[C@H]2CN(CC3CCOCC3)CCCCN21,12.4,·,·,9.8,4.6,·,0.2,-1.9
Cc1ccc(CNc2ncnc3c2cnn3C2CCCCO2)cc1 (stereo not given),-0.9,12.0,0.5,-4.1,-0.5,6.6,6.1,0.2
O=[N+]([O-])c1cccc(CNCc2ccccc2)c1,-2.5,0.1,0.1,-2.4,-1.6,·,·,3.7
O=C(CSc1nnc(CN2CCCC2)n1-c1ccccc1)c1ccc2c(c1)OCO2,-43.6,-9.2,0.4,3.1,-2.0,20.7,0.0,2.4
CN(c1ccc(C(=O)Nc2cccc([N+](=O)[O-])c2)cc1)S(C)(=O)=O,-11.9,-12.5,0.2,13.4,2.2,·,·,-2.8
Cc1noc(C)c1NC(=O)Nc1ccc2c(c1)CC(=O)N([C@H](C)CO)C[C@@H](C)[C@H](CN(C)S(=O)(=O)c1ccc(Cl)cc1)O2,-1.5,30.0,0.2,-0.6,-3.3,2.3,4.9,-0.6
COc1cccc(-c2cnc3c(c2)C(=O)N([C@@H](C)CO)C[C@H](C)[C@@H](CN(C)Cc2ccncc2)O3)c1,-1.6,9.5,-0.9,-15.1,1.6,0.5,-2.6,-2.3
O=S(=O)(NCCc1ccccc1)c1cccc2cccnc12,-13.5,4.2,0.0,4.6,-1.8,·,·,-0.6
COC(=O)C[C@H]1CC[C@H]2[C@@H](COc3ccc(NC(=O)c4ccc(C#N)cc4)cc3C(=O)N2C)O1,-5.4,5.3,0.3,4.4,-3.5,4.7,2.9,0.0
O=C(Nc1ccccc1)N1C[C@H]2[C@@H](c3ccccc31)[C@@H](CO)N2C(=O)c1cccnc1,7.5,3.8,0.3,3.6,0.4,18.3,9.4,2.6
CCN1C(=O)/C(=C\c2ccc(-c3cccc(C(=O)OC)c3)o2)SC1=Nc1ccc(C(=O)O)cc1,-20.9,-0.8,1.7,·,0.7,·,·,0.0
CCC(C)(C)NC(=O)CCCSc1nc2ccccc2s1,-10.5,4.0,0.0,-3.2,-0.4,·,·,2.0
CSCC[C@H](NC(=O)NC1CCCC1)C(=O)O,-6.5,2.1,0.0,-7.0,1.3,1.1,-12.9,3.6
COc1cccc(C(=O)N2CCN(Cc3cn[nH]c3-c3ccc(F)cc3F)CC2)c1,-6.4,-1.3,0.0,-7.3,-0.7,·,·,2.1
Cc1cccc(N=C2NC(=O)C(CO)(CO)S2)c1,-0.7,14.7,0.2,-1.5,-1.6,-7.0,0.3,1.1
C[C@H]1CCCCO[C@@H](CN(C)C(=O)c2ccccc2)[C@@H](C)CN([C@@H](C)CO)C(=O)c2cc(NC(=O)CCC(F)(F)F)ccc2O1,10.2,-5.8,0.4,-4.1,5.3,1.6,-0.2,-2.1
CC1(C)CC2(CCO1)OC(=O)CC2C(=O)Nc1ccccc1Cl (stereo not given),-0.7,5.2,0.0,-4.8,2.6,8.2,3.4,1.7
CC(=O)N1CCC(C(=O)N2CCN(S(=O)(=O)c3cccs3)CC2)CC1,0.7,13.3,-0.1,-2.3,-0.2,-11.9,-16.8,2.9
O=C(NCCC1CCCCN1S(=O)(=O)c1ccc(F)cc1)C(=O)NCC1CCCO1 (stereo not given),-5.6,0.6,0.0,·,3.0,·,·,3.4

# Screening data as filed in PubChem.
